Assay outcomes as filed in PubChem.
E-selectin induc: induces E-selectin expression in human endothelial cells; activation, % at 7.58 µM; 260,000 tested, 0.37% active; HUVEC E-selectin immunofluorescence imaging; normalized: neutral wells 0, TNF-alpha wells 100;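 active = mean E-selectin-positive cell signal at least 10% of the positive control, reached in at least 60% of replicates, without over 20% cell loss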;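 note: in these data hits start at about 27%; measured in HUVEC primary endothelial cells; signal is the percent of cells scored E-selectin positive by PE staining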
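Assay system: HUVEC primary endothelial cells. Input: 3,000 HUVEC seeded per well. Doses: one compound dose added by pin transfer. Read-out basis: % PE-positive cells. Benchmarks: TNF-alpha high, DMSO low. Detection: immunofluorescence imaging. Buffer or medium: EGM-2, gelatin.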
esBAF inh: blocks esBAF chromatin remodeling in mouse ES cells | AID 602393 | 350,000 tested, 2% active | Bmi1-luciferase knock-in reporter, 24 h; 100% = twice the neutral-well signal | reporter increase, % at 12.5 µM; in the data active = activation above about 40%;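 note: 0% = median of the plate's neutral control wells and 100% = double that signal; a rise in the Bmi1 reporter signal indicates esBAF inhibition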
ERp5 inh: blocks human ERp5 reductase activity on insulin | Q15084 | ERp5 insulin aggregation, absorbance 650 nm, 90 min | inhibition, % at 9.99 µM | 350,000 tested, 0.05% active | AID 651711;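 active = mean replicate inhibition above about 25%, with every replicate also reaching it, limit read from the data, passing the limit was not always enough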
XiGFP reactiv: X-chromosome reactivation activator; XiGFP mouse fibroblasts, % GFP-positive cells imaging, 3 d; cells co-treated with 5-aza-dC sensitizer; scaled so ellipticine positive control = 100%; activation, % at 7.58 µM; 360,000 tested, 0.055% active; AID 743238;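 active = mean normalized replicate activation at least 10% and every replicate at or above 10%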;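 note: 0% = median of on-plate neutral control wells and 100% = ellipticine 6 µM median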
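Material: SV40-immortalized XiGFP fibroblast cells, line 68-5-11 | Buffer or medium: DMEM containing 5-aza-dC | Dosing: One concentration, pinned | Times: 3 d treatment, 15 min room-temperature fixation | Controls: Ellipticine 6 µM positive control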
RAD52 inh: inhibitors of human RAD52 DNA annealing; 360,000 tested, 0.46% active; AID 651710; inhibition, % at 18.7 µM; P43351; recombinant RAD52 DNA annealing, FRET fluorescence;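 active = every replicate showing at least 50% inhibition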
RAD54 inh: blocks human RAD54 Holliday junction branch migration; Q92698; FAM/BHQ fluorescence; inhibition, % at 10.4 µM; 360,000 tested, 0.14% active; AID 602329;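 active = mean normalized replicate activity at least 40 and at least half of replicates scoring 40 or more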;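 note: 0% = median of neutral control wells and 100% = median of positive control wells; inhibitors cause a drop in the FAM fluorescence signal; in these data hits start at about 50%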
S100A4 inh HTS: inhibitors of human S100A4 binding to myosin IIA peptide | S100A4/TAMRA-MyoIIA peptide fluorescence polarization | inhibition, % at 10.7 µM | 360,000 tested, 0.14% active | AID 652163;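 active = mean inhibition of at least 70% across replicates, with every replicate also reaching that level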
Target sequence (P26447 whole entry, looked up): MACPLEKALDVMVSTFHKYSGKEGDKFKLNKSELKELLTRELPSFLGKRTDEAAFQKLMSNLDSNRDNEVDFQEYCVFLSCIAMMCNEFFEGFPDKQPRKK
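Test system – S100A4 monomer (human) · Compound – single-point compound testing · Schedule – 5 min incubation before reading · Probe or stimulus – TAMRA-labelled myosin IIA heavy-chain peptide probe, 5 nM · Benchmarks – neutral control DMSO, positive control TFP · Medium – Calcium-containing HEPES buffer, pH 7.2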
ERAP1 inh: ERAP1 (human) enzyme inhibition; Q9NZ08; recombinant ERAP1, Leu-AMC fluorescence, 60 min; inhibition, % at 10.7 µM; 340,000 tested, 0.15% active;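 active = mean replicate inhibition of at least 30%, or all replicates individually reaching that 30% level; inactive = mean below 30% and not every replicate reaching it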;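 note: 0% = neutral control wells and 100% = L-leucinethiol positive control wells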
Target sequence (Q9NZ08 whole entry, looked up): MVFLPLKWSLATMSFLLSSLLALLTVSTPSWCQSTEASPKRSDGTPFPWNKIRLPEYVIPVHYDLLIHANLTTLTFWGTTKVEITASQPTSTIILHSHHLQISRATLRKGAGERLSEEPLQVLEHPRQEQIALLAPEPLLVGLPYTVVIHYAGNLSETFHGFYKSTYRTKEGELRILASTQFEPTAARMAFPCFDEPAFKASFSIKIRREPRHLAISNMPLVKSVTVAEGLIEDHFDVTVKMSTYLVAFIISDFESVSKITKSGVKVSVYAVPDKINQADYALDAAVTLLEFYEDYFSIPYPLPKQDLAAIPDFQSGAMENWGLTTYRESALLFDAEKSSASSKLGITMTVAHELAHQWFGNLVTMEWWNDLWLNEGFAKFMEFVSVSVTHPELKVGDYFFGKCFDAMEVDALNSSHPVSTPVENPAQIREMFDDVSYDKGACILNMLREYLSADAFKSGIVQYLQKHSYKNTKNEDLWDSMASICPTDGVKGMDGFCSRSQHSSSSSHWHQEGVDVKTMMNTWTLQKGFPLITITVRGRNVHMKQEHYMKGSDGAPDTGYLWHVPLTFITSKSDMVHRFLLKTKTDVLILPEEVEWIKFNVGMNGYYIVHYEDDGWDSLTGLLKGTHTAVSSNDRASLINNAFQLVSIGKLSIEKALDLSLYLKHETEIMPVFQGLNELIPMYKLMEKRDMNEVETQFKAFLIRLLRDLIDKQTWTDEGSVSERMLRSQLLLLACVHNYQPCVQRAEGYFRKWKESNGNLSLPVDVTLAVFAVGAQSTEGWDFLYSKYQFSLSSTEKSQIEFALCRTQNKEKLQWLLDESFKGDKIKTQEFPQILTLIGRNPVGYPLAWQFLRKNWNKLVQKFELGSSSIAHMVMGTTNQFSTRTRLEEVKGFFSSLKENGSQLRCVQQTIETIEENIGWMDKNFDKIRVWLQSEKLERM
Starred values were filed as active, the others as inactive; nt = no result given.

SMILES	E-selectin induc	esBAF inh	ERp5 inh	XiGFP reactiv	RAD52 inh	RAD54 inh	S100A4 inh HTS	ERAP1 inh
C[C@@H]1CCCCO[C@H](CN(C)C(=O)Nc2ccc3c(c2)OCO3)[C@@H](C)CN([C@H](C)CO)C(=O)c2cc(NC(=O)NC3CCCCC3)ccc2O1	-0.1	1	nt	0.1	nt	9	nt	nt
COC(=O)c1ccc(C2C(C(=O)c3ccc(C)o3)=C(O)C(=O)N2c2cc(C)on2)cc1 (configuration not stated)	nt	-3	-7	0.0	-7	5	-3	7
OC[C@H]1[C@H](c2ccc(C#Cc3cccnc3)cc2)[C@H]2CN(Cc3ccccc3F)CCCCN21	-0.6	-6	3	0.1	-17	2	2	-3
OC[C@@H]1CN(Cc2ccc(-c3ccccc3)cc2)C[C@H](n2cnc3c(NCc4ccc(F)cc4)ncnc32)O1	-0.1	-10	-3	0.1	-52	-2	-3	1
O=C(C1CCCN(S(=O)(=O)c2ccccc2)C1)N1CCN(c2ccccc2)CC1 (configuration not stated)	0.3	0	2	0.0	2	6	-2	0
CN1CCCCC(NC(=O)c2cccc([N+](=O)[O-])c2)C1=O (configuration not stated)	-0.3	nt	-2	0.3	-2	nt	4	-2
CCN(CCn1cccn1)C(=O)CC1C(=O)NCCN1Cc1cccc(OC)c1OC (configuration not stated)	nt	nt	3	0.0	0	nt	0	-4
CCOC(=O)/C(C#N)=C/c1cn(CCOc2ccccc2)c2ccccc12	nt	4	0	0.1	-42	nt	-3	-2
COC(CNC(=O)CNC(=S)N(CCCN1CCOCC1)Cc1cccs1)OC	0.0	-5	-4	0.0	-7	-3	0	8
O=S(=O)(N/N=C/c1ccc(N2CCOCC2)cc1)c1ccccc1	nt	nt	2	0.0	-2	nt	-1	-2
COc1ccc(CNC(=O)COC(=O)c2ccc(C)c(S(=O)(=O)N3CCOCC3)c2)cc1	-0.3	-9	8	0.0	-22	5	-1	1
COc1ccccc1C(=O)NC(=S)N1CCCc2ccccc21	nt	-3	1	nt	-10	-7	5	-2
CC(C)CC#Cc1ccc([C@H]2[C@@H](CO)N3CCCCN(S(=O)(=O)c4ccc(F)cc4)C[C@H]23)cc1	-0.8	8	3	0.1	16	-2	-3	0
O=C(COc1ccccc1-c1ccccc1)N/N=C/c1ccccn1	nt	-18	7	0.2	-17	0	1	0
CCCCN(C(=O)COC(=O)c1ccc(C=O)cc1)c1c(N)n(CCC)c(=O)[nH]c1=O	-1.8	-10	1	0.0	-2	5	-9	1
CCCc1ccc(OCC(O)CN2CCN(c3ccccn3)CC2)cc1 (configuration not stated)	nt	-3	-8	0.4	15	-7	-3	0
Cc1ccc(NC(=O)CCN2CC(C)OC(C)C2)cc1 (configuration not stated)	0.0	-3	4	0.0	-5	-8	-5	-2
COc1ccc(C)cc1N(CC(=O)N1CCCCCC1)S(=O)(=O)c1ccc(C)cc1	-0.2	-2	1	0.1	-15	-1	4	1
CC(=O)Cc1nsc(NC(=O)C2Cc3ccccc3C(=O)O2)n1 (configuration not stated)	1.3	-10	-2	0.2	-1	-3	1	0
CN1C(CCl)Nc2cc(Cl)c(S(N)(=O)=O)cc2S1(=O)=O (configuration not stated)	nt	2	0	0.1	4	-1	0	-10
Cc1ccc(C2(c3noc(CN(C)Cc4cccnc4)n3)CCCC2)cc1	nt	8	0	-0.1	-10	nt	3	0
CCOc1ccc(N(CC(=O)NC2CCCCC2)C(=O)CNC(=O)c2cccs2)cc1	nt	-8	-2	0.0	-5	-4	3	0
Clc1ccc(-c2nnc(CSc3nnc(-c4cccs4)n3Cc3ccccc3)o2)cc1	-1.1	-16	6	0.1	-8	-5	-2	-7
CC(=O)N(C)C[C@H]1Oc2ncc(-c3ccccc3C)cc2C(=O)N([C@@H](C)CO)C[C@@H]1C	-0.1	3	-5	0.5	0	3	15	-1
COC(=O)COc1cccc2c(=O)n(CC(=O)N3CCCc4ccccc43)ccc12	-0.2	-3	-1	-0.2	-4	-3	-1	0
O=C(C[C@@H]1CC[C@@H]2[C@H](COC[C@@H](O)CN2C(=O)C2CC2)O1)NCc1ccncc1	0.0	-4	-4	0.0	15	1	4	1
C[C@@H]1CN([C@@H](C)CO)C(=O)c2cc(C3=CCCC3)cnc2O[C@H]1CN(C)Cc1ccccn1	0.3	-5	3	0.0	-13	-7	13	-1
CCC(C)c1ccccc1N1CC(C(=O)NCCC2=CCCCC2)CC1=O (configuration not stated)	nt	7	2	0.0	-4	-4	1	3
COc1ccc(NC(=O)c2nc[nH]c2C(=O)N[C@H](C)c2ccccc2)cc1	-0.2	5	2	0.0	-10	2	-8	0
O=C(O)C1C2C=CC(C2)C1C(=O)NCc1ccoc1 (configuration not stated)	nt	nt	3	-0.1	-18	nt	-4	-1
COc1ccc(NC(=O)c2oc3ccccc3c2NC(=O)C2CC2)cc1OC	-0.3	13	7	0.1	-12	1	-1	2
Cc1cc(Br)ccc1Nc1nc(N)nc(N)c1N=O	0.1	3	-12	-0.1	1	6	7	-7
COc1ccc(/C(O)=C2/C(=O)C(=O)N(c3ncccn3)C2c2ccc(C(C)(C)C)cc2)cc1 (configuration not stated)	-0.3	nt	1	0.3	-20	nt	2	2
COc1ccc(N2CCN(C(=O)C3CC(O)CN3S(=O)(=O)c3ccc([N+](=O)[O-])cc3)CC2)cc1 (configuration not stated)	-1.0	nt	-2	-0.1	-9	nt	6	3
Cc1ccc(C)c(OCCC(=O)OCC(=O)Nc2ccc(C)c(S(=O)(=O)N3CCCCC3)c2)c1	10	-1	15	0.0	-15	nt	-1	1
CCOC(=O)N1CCN(C(=O)C2CCN(S(=O)(=O)c3ccc(OCC)cc3)CC2)CC1	-0.6	-1	1	0.0	-14	-7	-1	1
COCCNc1nnc(SCC(=O)NNC(=O)c2ccco2)s1	4.6	-6	1	0.1	-11	-6	0	1
COCCNC(=O)C1(C)CCN(C(=O)c2nc(C)oc2C)C1 (configuration not stated)	-0.1	-5	2	0.0	-5	-5	1	-7
C/C=C/c1ccc([C@@H]2[C@H](CO)N(C(C)=O)C23CN(S(C)(=O)=O)C3)cc1	0.2	nt	5	0.1	-13	nt	4	6
CCOC(=O)c1c(NC(=O)Nc2ccc(F)cc2)sc2c1CCN(C)C2	3.0	6	-1	0.0	-143	nt	-28	4

Compound profiles, from the list above. Values in the order: E-selectin induc	esBAF inh	ERp5 inh	XiGFP reactiv	RAD52 inh	RAD54 inh	S100A4 inh HTS	ERAP1 inh
`Cc1ccc(C)c(OCCC(=O)OCC(=O)Nc2ccc(C)c(S(=O)(=O)N3CCCCC3)c2)c1` is listed as 10	-1	15	0.0	-15	nt	-1	1
`COC(=O)c1ccc(C2C(C(=O)c3ccc(C)o3)=C(O)C(=O)N2c2cc(C)on2)cc1` (configuration not stated) is listed as nt	-3	-7	0.0	-7	5	-3	7
`COc1ccc(N2CCN(C(=O)C3CC(O)CN3S(=O)(=O)c3ccc([N+](=O)[O-])cc3)CC2)cc1` (configuration not stated) is listed as -1.0	nt	-2	-0.1	-9	nt	6	3

Further entries follow:
SMILES	E-selectin induc	esBAF inh	ERp5 inh	XiGFP reactiv	RAD52 inh	RAD54 inh	S100A4 inh HTS	ERAP1 inh
O=C(C[C@H]1C[C@H]2c3cc(NC(=O)Cc4ccncc4)ccc3O[C@H]2[C@@H](CO)O1)NCc1cccnc1	4.0	-7	-1	0.4	-5	3	0	2
CC(C)(C)OC(=O)N[C@@H](Cc1ccccc1)C(=O)N[C@@H](CO)[C@H](O)[C@@H]1C[C@@H]1C(=O)NC1CC1	-0.1	-8	2	0.1	-6	-13	-2	12
C[C@H](CO)N1C[C@H](C)[C@@H](CN(C)Cc2cccc(F)c2)OCc2ccccc2-c2c(n(C)c3ccccc23)C1=O	0.0	nt	-3	1.0	14	nt	4	-2
CCCN1[C@H](C(=O)NCc2cccc(OC)c2)[C@@H](CO)[C@@H]2Cn3c(ccc(C4=CCCC4)c3=O)[C@@H]21	-0.2	-4	-1	0.4	-54	1	-6	0
Cc1cc(C)cc(NC(=S)N(Cc2cccc(Br)c2)CC2CCC(C(=O)O)CC2)c1 (configuration not stated)	0.2	-6	-4	0.4	-1	0	-3	1
CN(C)C(=O)c1cccc(-c2ccc([C@H]3[C@H](CO)N4CCCCN(C(=O)C5CCCC5)C[C@@H]34)cc2)c1	nt	nt	-5	nt	24	-1	-1	2
O=C(Nc1ccccc1N1CCCC1)c1ccc(F)c(S(=O)(=O)N2CCOCC2)c1	nt	nt	1	0.0	-27	3	-2	3
Cc1cccc(-c2sc(Nc3ccccc3)n[n+]2-c2ccccc2)c1	-0.1	5	-5	0.0	-19	-13	-1	2
COc1ccc(NC(=O)N2CC3(C2)CN(CC2CC2)[C@H](CO)c2c3c3ccc(OC)cc3n2C)cc1	0.5	nt	1	0.3	9	nt	-7	-2
O=C(C1CCOCC1)N1[C@@H](CO)[C@@H](c2ccccc2)C12CN(CCC(F)(F)F)C2	0.1	nt	-4	0.0	-14	nt	-10	-2
CC1CN(Cc2ccccc2)C(=S)NC1=O (configuration not stated)	2.3	3	0	0.0	-11	nt	-1	2
NNC(=O)c1nnn(-c2nonc2N)c1CN1CCc2ccccc2C1	nt	nt	5	0.1	-16	nt	2	-3
COc1ccccc1CNC(=O)c1cc2ccccc2oc1=O	0.3	nt	21	7.7	-6	-11	2	0
Fc1ccc(-c2nnc3ccc(N4CCc5ccccc5C4)nn23)cc1	-0.1	17	-2	0.0	-22	-6	0	2
CCOc1ccc(CCNC(=O)COC(=O)c2cccc(S(=O)(=O)N3CCCCC3)c2)cc1OCC	0.0	-11	-4	0.0	-10	nt	1	0
COc1ccc(S(=O)(=O)N(C)C[C@H]2Oc3ccc(NC(=O)CCN4CCOCC4)cc3C(=O)N([C@H](C)CO)C[C@H]2C)cc1	0.6	-3	4	0.0	-3	6	-12	-1
COc1ccc(/C=N/NC(=O)c2ccc(Cl)c(S(N)(=O)=O)c2)cc1OCC(N)=O	5.6	-14	2	0.0	-10	1	-14	2
CNC(=O)NC(=O)COc1ccc2oc3c(c2c1)CCCC3	0.3	20	1	0.2	-4	3	5	-3
O=C(c1ccco1)N1CCN(S(=O)(=O)c2cccs2)CC1	nt	-9	-5	nt	-16	3	-2	-2
Cc1cccc(NC(=S)N2CCCN(c3ncccc3[N+](=O)[O-])CC2)c1	nt	1	0	0.1	-15	15	-13	nt
O=C(NCC[C@@H]1CC[C@H](NC(=O)C2CCOCC2)[C@H](CO)O1)c1ccc(F)cc1	-0.2	-3	-3	-0.5	6	-1	7	0
CC(C)NS(=O)(=O)c1ccc(NC(=O)CCc2ccccc2)cc1	nt	2	0	nt	-6	9	-2	1
CO[C@H](CN(C)S(=O)(=O)c1ccc(Cl)cc1)[C@H](C)CN(Cc1ccccc1Cl)[C@@H](C)CO	0.2	-1	0	0.0	-5	-8	-5	2
CC(C)(C)c1ccc(OCC(=O)N(Cc2cccs2)C2CCS(=O)(=O)C2)cc1 (configuration not stated)	-0.1	-4	7	0.1	-10	-3	-1	7
O=C(NC1CCCCCC1)c1cc(=O)[nH]c2ccc(S(=O)(=O)N3CCOCC3)cc12	0.0	nt	-7	0.0	-18	nt	3	10
C[C@@H]1CN([C@H](C)CO)C(=O)c2cc(/C=C/c3ccccc3)cnc2O[C@@H]1CN(C)C(=O)c1ccc2c(c1)OCO2	0.2	12	-1	-0.2	6	3	-5	0

Copied from the list.
CC(C)(C)c1ccc(OCC(=O)N(Cc2cccs2)C2CCS(=O)(=O)C2)cc1 (configuration not stated) – RAD52 inh = -10
O=C(NC1CCCCCC1)c1cc(=O)[nH]c2ccc(S(=O)(=O)N3CCOCC3)cc12 – XiGFP reactiv = 0.0
